# Dyrk1A ADPGlo: Dyrk1A (rat) kinase inhibition. Q63470. ADP-Glo luminescence, NFATc1 peptide. inhibition, % at 12.5 µM. actives 0.43% (n = 310,000); in the data active means inhibition above about 50%;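 further: plate controls were vehicle with enzyme for no effect and no enzyme for full effect; many of its hits are not listed in these tables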
# KCNQ1 pot: potentiates or activates the human KCNQ1 potassium channel | P51787 | actives 0.35% (n = 310,000) | B-score at 10 µM | CHO-K1 KCNQ1, thallium flux FluxOR fluorescence; stronger effect = higher value;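 active means fluorescence ratio B-score, a plate-corrected score, at least three library SD, with initial intensity B-score within 5 SD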
#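 assay system = KCNQ1-transfected CHO-K1 cells | medium = assay buffer with matched DMSO | probe or stimulus = depolarizing K+/Tl+ stimulus, K2SO4 and Tl2SO4 each 12.5 mM in 5x stock | dosing = single dose | incubation = dye 90 min, compound 20 min, room temperature | detection = kinetic FluxOR fluorescence, 10 s baseline plus 110 s post-stimulus | evaluation = ratio B score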
# hERG protect: compounds protecting human hERG from proarrhythmic drug block | Q12809 | CHO-hERG, FluxOR thallium flux, dofetilide IC70 present | activation (rescue from dofetilide block), less the hit threshold, % at 10 µM | actives 0.51% (n = 310,000) | AID 1511;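 active means activation above the mean of controls blocked by dofetilide plus 5 SD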;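 further: thallium influx through hERG after potassium depolarization seen as dye fluorescence rise; in these data hits start at about 4.7%; inactives centre near -7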
# Platelet DG rel: modulates dense granule release in human platelets | human platelet-rich plasma, SFLLRN dense granule ATP release, luminescence | inhibition, %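 (compounds screened at 7.5 µM in platelet-rich plasma)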 | actives 0.22% (n = 300,000);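 active means mean replicate score, as percent of positive control, at or above 50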
# TRPC4 potent: allosterically enhances the mouse TRPC4 cation channel; Q9QUQ5; HEK293 TRPC4beta/mu-opioid, DAMGO EC20, Fluo-4 Ca2+ flux; stronger effect = higher value; B-score at 10 µM; actives 0.42% (n = 310,000);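 active means B-score of calcium response area above 5 SD of library B-scores, with initial fluorescence ratio within 5 SD of library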;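 further: B-score of integrated fluorescence ratio over time as area under calcium response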
# KCNK9 inh: inhibitors of human KCNK9 two-pore domain potassium channel. Q9NPC2. HEK293 KCNK9, FluxOR thallium flux fluorescence; stronger effect = lower value. B-score at 10 µM. actives 1.2% (n = 310,000). AID 488922;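 active means ratio B-score over 3 SD below the library mean, with starting fluorescence within 5 SD of its mean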;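 further: negative B-score means less thallium flux so channel inhibition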
# Target sequence (Q9NPC2 whole entry, looked up, the tested form may be a part): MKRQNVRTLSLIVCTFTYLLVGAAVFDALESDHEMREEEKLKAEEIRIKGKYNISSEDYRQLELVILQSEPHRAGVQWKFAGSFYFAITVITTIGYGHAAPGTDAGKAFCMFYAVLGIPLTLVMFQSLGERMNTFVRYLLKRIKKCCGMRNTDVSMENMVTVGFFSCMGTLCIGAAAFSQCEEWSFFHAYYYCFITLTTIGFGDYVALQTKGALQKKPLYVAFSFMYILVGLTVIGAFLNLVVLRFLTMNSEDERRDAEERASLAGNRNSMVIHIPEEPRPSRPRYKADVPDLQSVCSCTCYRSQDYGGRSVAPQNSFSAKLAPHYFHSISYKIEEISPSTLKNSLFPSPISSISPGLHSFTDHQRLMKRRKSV
# KCNQ1 block: blocks the human KCNQ1 potassium channel. actives 1.3% (n = 310,000). P51787. B-score at 10 µM. CHO-K1 KCNQ1, FluxOR thallium flux fluorescence; stronger effect = higher value;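 active means compounds whose thallium flux B-score, printed positive for inhibition, exceeds three library SD while starting fluorescence stays within three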;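 further: channel opened by potassium depolarization with thallium stimulus after 20 min compound exposure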
# KCNK3 inh: human KCNK3 channel inhibition, primary screen. B-score at 10 µM. O14649. CHO-KCNK3 thallium flux, FluxOR fluorescence; stronger effect = lower value. AID 602410. actives 0.84% (n = 340,000);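 active means B-score under library mean minus 4 SD, starting fluorescence ratio at most library mean plus 5 SD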;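 further: more negative B-score means stronger inhibition of thallium flux through KCNK3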
# Target sequence (O14649 whole entry, looked up): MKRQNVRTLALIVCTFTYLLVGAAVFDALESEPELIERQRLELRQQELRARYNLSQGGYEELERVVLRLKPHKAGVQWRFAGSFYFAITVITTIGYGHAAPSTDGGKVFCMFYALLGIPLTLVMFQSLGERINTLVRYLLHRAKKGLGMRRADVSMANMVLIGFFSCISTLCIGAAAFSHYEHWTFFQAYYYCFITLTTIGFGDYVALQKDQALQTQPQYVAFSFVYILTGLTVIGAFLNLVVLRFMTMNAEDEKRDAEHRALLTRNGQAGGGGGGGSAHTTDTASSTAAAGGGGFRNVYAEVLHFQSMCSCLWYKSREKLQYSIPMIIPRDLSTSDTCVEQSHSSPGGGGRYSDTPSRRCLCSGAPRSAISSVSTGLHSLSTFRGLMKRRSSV
# TRPC4 act: activators of mouse TRPC4 channel; AID 2237; B-score at 10 µM; Q9QUQ5; actives 0.49% (n = 310,000); HEK293 TRPC4beta/mu-opioid, Fluo4 calcium fluorescence; stronger effect = higher value;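 active means B-score above 5 SD of library B-scores, and initial fluorescence ratio not above library mean plus 5 SD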;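 further: positive B-score marks a calcium rise read as TRPC4 activation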
#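 System: HEK293 cells stably co-expressing mouse TRPC4beta and mu-opioid receptor; Schedule: Fluo4 dye loading 45 min at room temperature, 110 s recording; Detection: Fluo4 fluorescence, kinetic; Evaluation: B-scored integrated calcium fluorescence ratio; Controls: buffer (low) and maximal DAMGO (high).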
# TRPC4 block: TRPC4 (mouse) channel inhibition; actives 0.39% (n = 300,000); HEK293 TRPC4beta/mu-opioid, DAMGO-evoked Fluo4 calcium flux; stronger effect = lower value; AID 2247; Q9QUQ5; B-score at 10 µM;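 active means B-score over 3 SD under the library average, no early fluorescence shift, positive overall ratio signal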
#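 Material: HEK293 cells with stable TRPC4beta plus mu-opioid receptor expression; probe or stimulus: DAMGO in two steps, submaximal then maximal; technique: Fluo4 calcium fluorescence by kinetic imaging, 5 s 1 Hz baseline; measure: integrated fluorescence ratio relative to baseline, converted to per-well B score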
# PolyA inhibitor: inhibitors of polyadenylation in S. cerevisiae; actives 0.02% (n = 300,000); S. cerevisiae SKY197-pL101 polyadenylation reporter, beta-gal luminescence; efflux-impaired pdr1/pdr3 knockout yeast; score 100 = 6 SD above DMSO; calls only at 12 µM;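 active means lowest replicate activity score at least 50, where 100 means six control SD above control mean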;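 further: yeast exposed to compound for 9 h at 30 °C; higher score means more reporter readthrough which indicates perturbed polyadenylation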
# Active calls of the source: *; i = inactive; . = no result given. Not all compounds are listed; rates above refer to the full screens.
# Under each structure – Dyrk1A ADPGlo, KCNQ1 pot, hERG protect, Platelet DG rel, TRPC4 potent, KCNK9 inh, KCNQ1 block, KCNK3 inh, TRPC4 act, TRPC4 block, PolyA inhibitor
- CCC(=O)c1cn(CC(=O)Nc2ccc(C)cc2C)c2ccccc12
    3.3, i, 4.2, -5.8, i, i, i, i, i, i, i
- Nc1cc(=O)[nH]c(SCC(=O)Nc2cc(Cl)cc(Cl)c2)n1
    -3.7, i, -8.8, -2.1, i, i, i, i, i, i, i
- O=C(N/N=C1\SCC(=O)N1CCc1ccccc1)c1cccs1
    0.7, i, -5.3, -2.8, i, i, i, i, i, i, i
- Cc1nnc(NC(=O)NCN2C(=O)C3C4C=CC(C4)C3C2=O)s1 (stereo unspecified)
    7.7, i, -2.5, 0.2, i, i, i, i, i, i, i
- CCCCn1c(N)c(N(Cc2ccccc2OC)C(=O)C2=COCCO2)c(=O)[nH]c1=O
    3.7, i, -14.8, 2.8, i, i, i, i, i, i, i
- CCOC(=O)c1cn2nc(N3CCCCC3)ccc2n1
    ., i, -6.7, 2.0, i, i, i, i, i, i, i
- Clc1ccc(-c2nnc3c4ccccc4nc(N4CCOCC4)n23)cc1Cl
    14.8, i, -34.6, -7.0, i, i, i, i, i, i, i
- COCCNC(=O)/C(C#N)=C/c1c(N2CC(C)OC(C)C2)nc2ccccn2c1=O (stereo unspecified)
    -0.3, i, -3.4, -3.1, i, i, i, i, i, i, i
- O=c1[nH]nc(CNc2ccc(OC(F)(F)F)cc2)c2ccccc12
    0.0, i, -12.8, 0.6, i, i, i, i, i, i, i
- CN(C(=O)CSc1nc2ccccc2n1CCc1ccccc1)C1CCS(=O)(=O)C1 (stereo unspecified)
    5.6, i, -3.8, 4.2, i, i, i, i, i, i, i
- CCOC(=O)N1CCC(N2C(=O)c3ccccc3C2Nc2ccccc2C)CC1 (stereo unspecified)
    -6.8, i, -8.0, -4.7, i, i, i, i, i, i, i
- Cc1ccc(NC(=O)CN2C(=O)CCSc3ccc(S(=O)(=O)N4CCCC4)cc32)cc1C
    3.1, i, -3.5, -3.5, i, i, i, i, i, i, i
- Cc1nn(C)cc1/C=N/NC(=O)Cn1nnc(N)n1
    6.3, i, -2.6, 12.0, i, i, i, i, i, i, i
- CN1CCN(C(=O)CCN2C(=O)S/C(=C/c3ccc(Cl)cc3)C2=O)CC1
    -0.7, i, -4.9, 0.2, i, i, i, i, i, i, .
- COc1ccccc1NC(=O)c1cc(C(=O)Nc2ccccc2OC)cc(N2C(=O)CCC2=O)c1
    -0.6, i, 0.1, -9.4, i, i, i, i, i, i, i
- COc1ccc(NC(=O)c2cc(CC(C)C)nc3ccccc23)cc1
    3.8, i, -13.0, ., i, i, i, i, i, i, i
- Cc1ccccc1N(CC(=O)NCc1ccc2c(c1)OCO2)C(=O)CCC(=O)Nc1ccccn1
    -0.7, i, -10.2, -2.0, i, i, i, i, i, i, i
- Cc1ccccc1OCCCCn1c(CO)nc2ccccc21
    1.6, i, -15.6, -0.2, i, i, i, i, i, i, i
- COc1ccccc1-c1nnc(SCC(=O)Nc2cc(C)on2)o1
    0.1, i, -8.2, 1.3, i, i, i, i, i, i, i
- Cn1c(=O)n(Cc2ccccc2F)c(=O)c2c1nc1n2CCCN1CCc1ccccc1
    -2.3, i, -2.3, -5.1, i, i, i, i, i, i, i
- O=C1NC(=O)c2cc(NC(=O)C3CCCCC3)ccc21
    -3.4, i, -2.2, -1.0, i, i, i, i, i, i, i
- CCOc1ccc(NC(=O)CC)cc1
    ., i, -0.2, -0.6, i, i, i, ., i, i, i
- COc1ccc(C(=O)NCCn2ccc3ccccc32)cc1OC
    3.1, i, -6.4, -1.4, i, i, i, i, i, i, i
- COC(=O)c1sccc1NC(=O)Nc1cccc(C(C)=O)c1
    -0.3, i, -17.7, 21.9, i, i, i, i, i, i, i
- COc1cc(CN2CCNC(=O)C2CC(=O)N(C)CCCN2CCOCC2)cc(OC)c1 (stereo unspecified)
    1.1, i, -8.4, 12.3, i, i, i, i, i, i, i
- Brc1ccccc1OCCN1CCCC1
    -2.6, i, -8.9, 9.0, i, i, i, i, i, i, i
- CCn1c2ccccc2c2cc(NC(=O)N3CCOCC3)ccc21
    1.1, i, -3.5, -0.4, i, i, i, i, i, i, i
- COCCn1c(SC(C)C(=O)Nc2ccc3c(c2)OCCO3)nc2ccccc2c1=O (stereo unspecified)
    1.1, i, -15.3, -4.8, i, i, i, i, i, i, i
- Cc1ccc2c(c1)N(Cc1ccncc1)C(=O)C(C)O2 (stereo unspecified)
    -8.8, i, -8.7, 25.7, i, i, i, i, i, i, i
- CC(=O)Nc1cccc(OCC(=O)/C=C2\N(C)c3ccccc3C2(C)C)c1
    -4.0, i, -32.3, -5.5, i, i, i, -8.91*, i, i, i
- O=C1C(c2ccc(F)cc2)N(CC2COc3ccccc3O2)C(=O)CN1C1CCCCC1 (stereo unspecified)
    4.1, i, -10.2, 3.2, i, i, i, i, i, i, i
- COc1ccc2c(c1)sc(=N)n2CC(=O)Nc1cc(C)cc(C)c1
    0.5, i, -12.4, -29.3, i, i, i, i, i, i, i
- Cc1cc(=O)nc2c3ccccc3n(C(C)C(=O)NCCC(C)C)n12 (stereo unspecified)
    4.2, i, -10.2, 14.0, i, i, i, i, i, i, i
- Fc1ccc(NC(=S)N2CCCc3ccccc32)cc1
    -3.5, i, -5.4, 7.8, i, i, i, i, i, i, i
- CCc1nnc(NC(=O)c2ccc(S(=O)(=O)N3CCCC3)cc2)s1
    -6.8, i, -4.9, -3.3, i, i, i, i, i, i, i
- COc1ccc(-c2nnnn2C(C)C)cc1
    1.6, i, -5.5, -2.6, i, i, i, i, i, i, i
- CC(CCc1ccccc1)NC(=O)COC(=O)CC1CC2CCC1C2 (stereo unspecified)
    1.2, i, -9.7, 29.7, i, i, i, i, i, i, i
- CCOC(=O)c1c(NC(=O)Cn2nc([N+](=O)[O-])c(Br)c2C)sc2c1CCC(C)C2 (stereo unspecified)
    -5.0, i, -3.5, 0.0, i, i, i, i, i, i, i
- Cn1cc(C(=O)NCc2cccnc2)c(=O)c2cc(S(=O)(=O)N3CCCCCC3)ccc21
    ., i, -2.2, 4.9, i, i, i, ., i, i, i
- COC(=O)/C(=C\c1ccc([N+](=O)[O-])o1)NC(=O)c1ccccc1
    -3.4, i, 1.6, -1.1, i, i, i, i, i, i, i
- CC1(OC(=O)C2CCCC2)C(=O)C=C2C=C(C3CC3)OC=C2C1=O (stereo unspecified)
    ., i, -10.1, -2.2, i, i, i, ., i, i, i
- CCCn1nnc(NC(=O)COc2ccc(Cl)cc2)n1
    0.5, i, -9.9, ., i, i, i, i, i, i, i
- CC(=O)Nc1ccc(NC(=O)C(C)OC(=O)CNS(=O)(=O)/C=C/c2ccc(C)cc2)cc1 (stereo unspecified)
    0.0, i, -12.1, -1.6, i, i, i, i, i, i, i
- COc1cc(CNC2CCCCCCC2)cc(Cl)c1OC
    -2.1, i, -5.5, 5.1, i, i, i, i, i, i, i
- COCCn1c(=O)[nH]c2cc(C(=O)N3CCN(c4cccc(C(F)(F)F)c4)CC3)ccc2c1=O
    14.6, i, -6.6, 13.6, i, i, i, i, i, i, i
- CCOC(=O)N1CCC(N(CCN(C)C)C(=S)Nc2ccc(OCC)cc2)CC1
    ., i, -4.6, 0.4, i, i, i, ., i, i, i
- C=C(C)COc1cc2oc(=O)c(CC(=O)N3C[C@H]4C[C@@H](C3)c3cccc(=O)n3C4)c(C)c2cc1Cl
    0.1, i, -12.4, 3.4, i, i, i, i, i, i, i
- OCCN1CCN(c2nc(N3CCCCC3)nc(N3CCCCC3)n2)CC1
    -2.6, i, -13.7, 14.4, i, i, i, i, i, i, i
- CCOc1ccc(/C=C/C(=O)Nc2ccc3[nH]c(=O)[nH]c3c2)cc1
    -1.5, i, -7.2, -0.9, i, i, i, i, i, i, i
- Cn1c(SCC(=O)NCC2CCCO2)nnc1-c1cccc(NC(=O)c2ccccc2F)c1 (stereo unspecified)
    0.6, i, -13.1, -2.2, i, i, i, i, i, i, i

# Next part
# Under each structure – Dyrk1A ADPGlo, KCNQ1 pot, hERG protect, Platelet DG rel, TRPC4 potent, KCNK9 inh, KCNQ1 block, KCNK3 inh, TRPC4 act, TRPC4 block, PolyA inhibitor
- CCCN1C(=O)c2ccccc2NC1c1ccc(C)cc1 (stereo unspecified)
    31.9, i, -9.8, -2.5, i, i, i, i, i, i, i
- O=C(CCN1C(=O)c2cccc3cccc(c23)C1=O)NCc1cccnc1
    2.3, i, -1.8, 3.8, i, i, i, i, i, i, i
- COc1ccccc1NS(=O)(=O)c1cccc(C(=O)NCC(C)(C)N2CCOCC2)c1
    3.3, i, -8.4, -5.9, i, i, i, i, i, i, i
- CCOCCCNC(=O)c1ccc(Cn2c(=O)[nH]c3ccsc3c2=O)cc1
    -5.2, i, -11.0, 1.4, i, i, i, i, i, i, i
- Cc1ccccc1NC(=O)OCCN1CCN(Cc2ccccc2)CCC1=O
    -4.2, i, -10.9, 1.2, i, i, i, i, i, i, i
- CCN(C(=O)COC(=O)c1ccccc1Cc1ccccc1)C1CCS(=O)(=O)C1 (stereo unspecified)
    0.3, i, -15.1, -6.7, i, i, i, i, i, i, i
- COCCNC(=O)CN(C(=O)CCC(=O)Nc1ccccn1)c1ccccc1F
    1.8, i, -5.4, -2.8, i, i, i, i, i, i, i
- COc1cccc(/C=C/C2=CC(C)(C)NC(=S)N2)c1
    5.7, i, -6.0, 2.2, i, i, i, i, i, i, i
- COc1ccc(-n2nnnc2-c2cccnc2)cc1
    -8.4, i, -10.6, 2.2, i, i, i, i, i, i, i
- N#CC(c1ccc(Cl)cc1)(c1ncc(C(F)(F)F)cc1Cl)N1CCOCC1 (stereo unspecified)
    6.0, i, -5.0, -3.0, i, i, i, i, i, i, i
- O=[N+]([O-])c1cccc(OCCN2CCC(Cc3ccccc3)CC2)c1
    13.9, i, -15.9, 3.5, i, i, 7*, i, i, i, i
- COC(=O)C1=CN(C)C=C(C(=O)OC)C1c1ccsc1
    -5.1, i, -4.1, -4.4, i, i, i, i, i, i, i

# High-throughput results (PubChem)
